# Screening results deposited in PubChem by Sanford-Burnham Center for Chemical Genomics.
# MIN6 prolif: MIN6 beta-cell proliferation induction. hit rate 0.29% among 330,000. MIN6 cells proliferation, ATPlite luminescence, 48 h; cells starved in 0.2% serum; 100% = growth in 10% serum. proliferation, % at 10 µM;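 active means compounds whose signal lies at least 3.5 SD above the mean of all wells on their plate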;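 further: 0% = DMSO-treated cells in low-serum medium and 100% = 10% serum control; some compounds called inactive have numbers as strong as hits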
# APJ antag: APJ receptor antagonism; CHO-K1 APJ beta-arrestin complementation, luminescence; inhibition, % at 20 µM; hit rate 0.32% among 330,000;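 active means inhibition above about 40% at 20 µM, limit read from the data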;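 further: cells challenged with 10 nM apelin-13 agonist together with compound; plate controls were apelin-13 plus DMSO wells for no effect and DMSO wells lacking apelin-13 for full effect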
# Target sequence (P35414 whole entry, looked up): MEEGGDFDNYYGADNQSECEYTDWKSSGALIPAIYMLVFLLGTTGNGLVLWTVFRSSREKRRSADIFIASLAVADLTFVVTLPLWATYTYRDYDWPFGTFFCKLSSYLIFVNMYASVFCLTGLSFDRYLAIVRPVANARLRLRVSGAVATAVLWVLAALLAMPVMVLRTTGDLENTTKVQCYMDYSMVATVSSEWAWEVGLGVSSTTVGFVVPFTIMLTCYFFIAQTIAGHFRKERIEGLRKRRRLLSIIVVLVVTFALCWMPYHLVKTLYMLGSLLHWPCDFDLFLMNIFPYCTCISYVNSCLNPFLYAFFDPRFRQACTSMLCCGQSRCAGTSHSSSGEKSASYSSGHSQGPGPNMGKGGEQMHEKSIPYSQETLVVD
# tim23-1 inh: tim23-1 yeast growth inhibition | AID 463212 | hit rate 1.3% among 330,000 | inhibition, % at 20 µM | S. cerevisiae tim23-1 growth, BacTiter-Glo luminescence, 24 h;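 active means growth inhibition of the mutant yeast at or above 50%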;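 further: temperature-sensitive mutant grown at 25 °C; plate controls were DMSO-treated mutant yeast for no effect and medium wells lacking yeast for full effect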
# TIM10 inh: inhibits growth of TIM10 yeast strain; S. cerevisiae TIM10 strain growth, BacTiter-Glo luminescence, 24 h; inhibition, % at 10 µM; hit rate 1.4% among 330,000;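 active means inhibition of 40% or more at the single tested concentration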;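 further: wild-type TIM10 isogenic control strain grown at permissive 25 °C; 0% = DMSO yeast wells and 100% = minimal medium wells without yeast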
# tim10-1 inh: tim10-1 yeast growth inhibition; hit rate 2.2% among 330,000; S. cerevisiae tim10-1 ts strain growth, BacTiter-Glo, 24 h; inhibition, % at 20 µM;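 active means inhibition of at least 40%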;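 further: mutant grown at 25 °C; 0% = DMSO wells with yeast and 100% = wells holding no yeast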
# MPTP block: permeability transition pore inhibition | AID 602449 | inhibition, % at 10 µM | isolated mouse mitochondria, Ca2+ swelling absorbance, 30 min | hit rate 1.4% among 360,000;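 active means inhibition of 50% or more, scaled per plate between neutral and stimulator controls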;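 further: 0% = DMSO wells given calcium and 100% = 1 mM EGTA wells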
# NLRP3 yeast inh: blocks the NALP3 inflammasome reconstituted in yeast; Yeast reconstituted NLRP3/ASC/caspase-1, beta-gal luminescence, 24 h; inhibition, % at 10 µM; hit rate 0.39% among 330,000; AID 2825;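 active means inhibition of 50% or more; inactive means inhibition below 50%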;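 further: plate controls were induced DMSO wells for no effect and uninduced yeast grown without galactose for full effect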
# APJ ag: activates the human apelin receptor APJ. activation, % at 20 µM. CHO-K1 APJ PathHunter beta-arrestin, luminescence; 0% DMSO wells, 100% apelin. AID 2520. hit rate 0.11% among 330,000;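 active means activation more than six SD over the plate average, tested at 20 µM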;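 further: 0% = DMSO alone and 100% = apelin-13 at 10 nM; some results filed as inactive read as strong as hits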
#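 Assay system – PathHunter CHO-K1 APJ (AGTRL-1) beta-arrestin reporter cells · Compound – one dose, 20 µM compound, 1% DMSO · Timing – compound 90 min 25 °C, reagent 1 h · Measured by – luminescence from split beta-galactosidase complementation, Galacton Star/Emerald II substrate · Measure – beta-arrestin recruitment to APJ as agonist activity, luminescent signal · Benchmarks – DMSO vs Apelin-13 10 nM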
# GRIN3A LBD mod: modulates the human NR3A ligand-binding domain; NR3A LBD differential scanning fluorimetry, Tm shift; 0% = protein alone, 100% = glycine-bound protein; Tm shift relative to glycine control, % at 25 µM; hit rate 2.5% among 340,000; AID 1259313;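 active means melting temperature shift of at least 10% of the positive control shift, at one fixed dose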
# Starred values were filed as active, the others as inactive; x = not tested or not shown.
1) O=C(Nc1ccc(F)c(F)c1)c1ccc(F)c(S(=O)(=O)N2CCOCC2)c1
2) Cc1ccc(CC2CC(=O)N(c3cc(C)ccc3C)C2=O)cc1 (centres undefined)
3) O=S(=O)(c1ccc2ccccc2c1)N1CCNCC1
4) CCN(C(=O)c1ccc(NC(=O)Cc2ccccc2)cc1)c1ccccc1
5) CC(C(=O)OCC(=O)c1c(N)n(C)c(=O)n(C)c1=O)N1C(=O)c2ccccc2C1=O (centres undefined)
6) Cn1c(CCCNC(=O)c2ccccc2)nc2ccccc21

entry no.	1	2	3	4	5	6
MIN6 prolif	0	-3	-4	-3	0	1
APJ antag	-18	-1	13	13	-22	-8
tim23-1 inh	9	1	11	24	9	14
TIM10 inh	5	5	-6	6	-3	-12
tim10-1 inh	15	0	2	6	-2	8
MPTP block	x	0.7	-1.3	2.2	-2.4	-2.4
NLRP3 yeast inh	-9	9	2	13	3	11
APJ ag	2	-3	1	-1	2	0
GRIN3A LBD mod	x	-1	-1	2	4	1

7) O=c1oc2ccccc2c(Nc2ccc(Cl)cc2)c1[N+](=O)[O-]
8) CC(C)(C)[C@@H]1C=C(C(=O)N2CCOCC2)O[C@H](OCc2ccc(CO)cc2)C1
9) O=C(Nc1ccccc1)N1CCCC2CCCCC21 (centres undefined)
10) CCOC(=O)C1CCCN(C(=S)Nc2ccc(Nc3ccccc3)cc2)C1 (centres undefined)
11) COCc1cc(C)nc2sc(C(=O)N3CCN(c4ccccc4)CC3)c(N)c12
12) O=C1C(NS(=O)(=O)c2cccs2)=C(N2CCN(c3ccccc3)CC2)C(=O)c2ccccc21

entry no.	7	8	9	10	11	12
MIN6 prolif	-2	-2	-4	-3	-1	-6
APJ antag	9	1	0	10	-76	-28
tim23-1 inh	-2	0	28	52*	19	31
TIM10 inh	-11	10	14	20	6	16
tim10-1 inh	-15	-8	17	38	19	18
MPTP block	56*	-2.1	-0.5	-2.2	0.0	-5.1
NLRP3 yeast inh	9	14	15	8	6	20
APJ ag	-1	-1	-2	-3	-3	-1
GRIN3A LBD mod	1	1	1	-8	0	-6

# The closing 2 compounds of the section above come first, to join the parts:
11) COCc1cc(C)nc2sc(C(=O)N3CCN(c4ccccc4)CC3)c(N)c12
12) O=C1C(NS(=O)(=O)c2cccs2)=C(N2CCN(c3ccccc3)CC2)C(=O)c2ccccc21
13) CCOC(=O)c1nn(-c2cccc(Cl)c2)c2nc(CC(C)C)c(C#N)c(=O)n12
14) N#Cc1ccc(Oc2cnccn2)cc1
15) CCCCN(C(=O)COC(=O)c1nc2nccc(C)n2n1)C1CCS(=O)(=O)C1 (centres undefined)
16) Cc1occc(=O)c1OCc1ccccc1
17) O=C(NC1CCCC1)c1nc2c(nnn2Cc2ccccc2Cl)c(=O)[nH]1
18) Nc1nn(S(=O)(=O)c2cccc3nsnc23)cc1-c1ccc(Br)cc1

entry no.	11	12	13	14	15	16	17	18
MIN6 prolif	-1	-6	-1	-1	-1	2	-1	-3
APJ antag	-76	-28	-3	-2	-3	-2	11	10
tim23-1 inh	19	31	6	-11	8	-6	1	36
TIM10 inh	6	16	-41	-6	6	94*	4	-10
tim10-1 inh	19	18	1	3	-5	-11	16	4
MPTP block	0.0	-5.1	2.0	-1.9	-3.2	0.0	0.6	1.3
NLRP3 yeast inh	6	20	1	9	10	-8	14	-7
APJ ag	-3	-1	-1	-2	-2	-3	-5	2
GRIN3A LBD mod	0	-6	1	-3	-1	-2	-1	-1

19) CCCCN(Cc1ccco1)S(=O)(=O)c1ccc(-c2ccc(=O)[nH]n2)s1
20) COCC(C)n1c(SCc2cc(=O)n3cc(C)ccc3n2)nc2ccccc2c1=O (centres undefined)
21) Cn1c(=O)oc2cc(S(=O)(=O)N3CCN(C(=O)c4ccco4)CC3)ccc21
22) Cc1ccc(S(=O)(=O)N2CCN(C(=O)CC(C)n3cncn3)CC2)cc1C (centres undefined)
23) NC(=O)c1cc(S(=O)(=O)Nc2cccc(Cl)c2)cs1
24) Cc1nc(C)c(C(=O)OCC(=O)Nc2cccc(C)c2C)s1

entry no.	19	20	21	22	23	24
MIN6 prolif	-1	2	-2	-1	-4	8
APJ antag	-11	-3	0	14	-2	1
tim23-1 inh	27	27	-4	8	0	19
TIM10 inh	-28	31	-12	-4	7	13
tim10-1 inh	17	26	13	12	4	11
MPTP block	0.7	1.3	-0.2	-1.1	0.0	-0.7
NLRP3 yeast inh	15	-8	-5	0	16	10
APJ ag	4	3	-1	-1	-1	-1
GRIN3A LBD mod	2	-1	0	-1	-10	-1

25) CCOc1cc(/C=N\O)cc(Cl)c1OCC
26) CCCc1cc(=O)[nH]c2nnc(SCC(=O)Nc3cc(C)on3)n12
27) CCOC(=O)NC(=O)/C(C#N)=N\Nc1cccc(Cl)c1
28) CCOC(=O)CN1C(=O)COc2ccc(Cl)cc21
29) CCN(CC(=O)Nc1c(F)cccc1F)C(=O)c1ccc2c(=O)n3c(nc2c1)CCC3
30) COc1cccc(-c2csc(N3CCN(S(=O)(=O)c4ccc(F)cc4)CC3)n2)c1

entry no.	25	26	27	28	29	30
MIN6 prolif	4	-1	-6	0	-2	-1
APJ antag	-2	25	37	23	8	-6
tim23-1 inh	-13	20	5	-2	4	12
TIM10 inh	-10	-2	15	-11	2	18
tim10-1 inh	13	16	16	-7	-8	21
MPTP block	-0.3	0.9	93*	-1.5	-1.3	-0.4
NLRP3 yeast inh	-42	14	10	-16	14	12
APJ ag	-7	-6	-8	-4	0	-1
GRIN3A LBD mod	3	-1	-1	0	2	0

31) CCSC(=S)Nc1c(C)n(C)n(-c2ccccc2)c1=O
32) CC(C)Sc1nc2sc(-c3ccccc3)cc2c(=O)n1N
33) COc1ccc(/C=C/C(=O)Oc2ccc(C=O)cc2OC)cc1
34) CCn1c(SC(C)C(=O)Nc2nnc(C)s2)nnc1-c1ccco1 (centres undefined)
35) O=C1CSC(c2c(F)cccc2Cl)N1c1cccc(F)c1 (centres undefined)
36) Cc1ccc(COC(=O)c2ccc3c(c2)C(=O)N(CCCN2CCOCC2)C3=O)cc1

entry no.	31	32	33	34	35	36
MIN6 prolif	2	-1	-3	-1	0	-1
APJ antag	0	7	13	0	16	0
tim23-1 inh	14	-21	39	-2	15	12
TIM10 inh	1	2	19	0	-1	6
tim10-1 inh	-5	-19	34	-13	21	-11
MPTP block	-1.6	0.8	-0.1	-2.5	0.3	-1.3
NLRP3 yeast inh	6	17	4	16	2	7
APJ ag	-2	-4	2	1	0	-1
GRIN3A LBD mod	-3	1	-4	0	1	0

37) COc1cc2[nH]c(=S)nc(NCCCOC(C)C)c2cc1OC
38) COc1ccc(Cl)cc1NC(=O)C/C(C)=N/NC(=O)C(=O)NCc1ccccc1
39) Cc1nc(NCCc2ccccc2)c2nnn(Cc3ccccc3)c2n1
40) O=C(CC12CC3CC(CC(C3)C1)C2)N/N=C/c1ccc([N+](=O)[O-])o1
41) Cc1ccc(OCC(=O)N(C)CC(=O)Nc2ccc(F)c(F)c2F)cc1
42) COc1ccc(/C=N\NC(=O)c2ccccc2Cl)cc1COc1c(F)c(F)c(F)c(F)c1F

entry no.	37	38	39	40	41	42
MIN6 prolif	-3	0	-2	-6	1	-7
APJ antag	5	12	-21	-24	5	18
tim23-1 inh	-12	27	-5	57*	7	40
TIM10 inh	-8	6	-9	36	0	26
tim10-1 inh	13	31	4	38	10	28
MPTP block	-0.4	-0.6	1.0	5.0	-0.6	1.0
NLRP3 yeast inh	10	12	23	16	11	16
APJ ag	-1	-3	-2	0	6	0
GRIN3A LBD mod	1	3	-3	-100	0	5

43) COc1cccc(NC(=S)N2CCC(c3ccc(C)cc3)C2)c1 (centres undefined)
44) COc1cc2c(cc1NC(=O)c1ccncc1)oc1ccccc12
45) CCOC(=O)C1=C(c2ccccc2)Nc2ncnn2C1c1ccccn1 (centres undefined)
46) O=C(c1cc(=O)c2ccccc2o1)N1CCN(c2ccccc2F)CC1
47) O=C(c1ccc2c(=O)n(CCc3ccccc3)c(=O)[nH]c2c1)N1CCN(c2ccccc2)CC1
48) CC(NC(=O)CCC(=O)NC(C)c1ccccc1)c1ccccc1 (centres undefined)

entry no.	43	44	45	46	47	48
MIN6 prolif	-6	0	-2	2	-3	-4
APJ antag	-6	4	-18	6	1	11
tim23-1 inh	53*	-14	10	21	-23	0
TIM10 inh	11	42*	11	9	-20	-3
tim10-1 inh	13	46*	-4	23	-3	-5
MPTP block	0.5	-1.4	0.6	0.2	0.8	4.9
NLRP3 yeast inh	28	40	-3	13	20	12
APJ ag	-3	-2	9	-4	-1	-3
GRIN3A LBD mod	-2	22*	0	-1	-5	1

49) O=[N+]([O-])c1cccc(-c2nc(-c3ccccc3)c(-c3cccs3)[nH]2)c1
50) Cc1c(C#N)c(N=CN(C)C)c(C(=O)c2ccccc2)n1-c1ccc(Br)cc1
51) Cc1cc(C)cc(C(=O)NN2CCN(C)CC2)c1
52) COc1ccc(Cl)cc1NC(=O)/C=C\C(=O)O
53) COc1ccc(S(=O)(=O)N(CC(=O)O)c2ccccn2)cc1
54) O=C(NCc1ccccn1)c1ccc(OC2CCN(Cc3ccccc3)CC2)cc1

entry no.	49	50	51	52	53	54
MIN6 prolif	-4	-1	1	-2	0	-2
APJ antag	-1	9	-8	4	3	4
tim23-1 inh	10	39	-3	9	9	-22
TIM10 inh	14	23	-11	-2	-2	-4
tim10-1 inh	17	10	-5	-7	10	-16
MPTP block	-12	0.3	-1.9	-1.3	-1.7	0.5
NLRP3 yeast inh	-3	19	9	0	12	10
APJ ag	-3	2	-3	-2	1	4
GRIN3A LBD mod	5	-1	-3	8	1	-1

55) COc1ccc(CCN(Cc2nc(-c3ccccc3)no2)Cc2nc(-c3ccccc3)no2)cc1OC
56) O=C(c1ccc(C#CC2(O)CCCCC2)cc1)N1CCOCC1
57) O=C(CSCc1ccc(Cl)cc1)Nc1nccs1
58) CCn1cc(Br)c(C(=O)Nc2ccc(C(=O)OC(C)C)cc2)n1
59) Cc1cc(Cl)ccc1OCC(=O)NC1CCCC1
60) O=C1/C(=C/c2ccncc2)N=C2CCCCCN12
61) O=C(NCCc1ccc(Cl)cc1)Nc1cccc(Cl)c1
62) Cc1ccc(C)c(NC(=S)NNC(=O)c2csc(C)c2)c1
63) COc1ccc(C(=O)NCC(=O)NCC(=O)OCc2ccc(Br)cc2)cc1

entry no.	55	56	57	58	59	60	61	62	63
MIN6 prolif	-2	0	-1	-2	0	0	-6	2	3
APJ antag	13	10	-2	-9	-8	-14	-1	17	2
tim23-1 inh	0	2	4	42	3	16	-10	26	7
TIM10 inh	-1	-7	-22	38	-12	-19	6	19	0
tim10-1 inh	17	11	-21	41*	7	13	13	27	9
MPTP block	0.9	-0.2	-0.6	0.6	0.0	1.3	95*	1.4	0.1
NLRP3 yeast inh	17	6	28	19	42	7	11	8	15
APJ ag	-3	-2	-1	0	-4	-2	1	-3	0
GRIN3A LBD mod	16*	0	1	2	-3	3	20*	2	-1

# 3 entries drawn at random from those above, as already listed:
12) O=C1C(NS(=O)(=O)c2cccs2)=C(N2CCN(c3ccccc3)CC2)C(=O)c2ccccc21
11) COCc1cc(C)nc2sc(C(=O)N3CCN(c4ccccc4)CC3)c(N)c12
43) COc1cccc(NC(=S)N2CCC(c3ccc(C)cc3)C2)c1 (centres undefined)

entry no.	12	11	43
MIN6 prolif	-6	-1	-6
APJ antag	-28	-76	-6
tim23-1 inh	31	19	53*
TIM10 inh	16	6	11
tim10-1 inh	18	19	13
MPTP block	-5.1	0.0	0.5
NLRP3 yeast inh	20	6	28
APJ ag	-1	-3	-3
GRIN3A LBD mod	-6	0	-2
